S3 lipid droplet – qHTS Assay for Lipid Storage Modulators in Drosophila S3 Cells | lipid storage change, negative = inhibition, % at the top dose, mostly 46.1 µM; hits show Potency in µM | actives 0.64% (n = 320,000) | Drosophila S3 cells, BODIPY lipid droplet fluorescence, 18-24 h; cells fed with added oleic acid; active means well fitted inhibition curve with a large enough effect in the signal ratio, with a control signal flat, not every such curve was filed as active; inconclusive means small, poorly fitted or top-dose-only effect, or effect the other way, or a change in a side signal; the % refers to the signal ratio
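Drosophila S3 cells got compounds at several concentrations plus oleic acid (400 uM solution). Laser-scanning cytometry with 488 nm excitation read lipid droplets at 500-530 nm and cells at 575-640 nm. Percent activity was relative to 20 uM Triacsin C.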
S3 lipid droplet cell count max – also measured in S3 lipid droplet; calls as there; cell number change, %; measured here: cell count max response;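 cells counted by Cell Tracker Red CMTPX staining in the red channel; peak over a dose series mostly up to 46.1 µM; percent activity relative to internal control wells on each plate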
Numbers without * were called inactive; i = inactive; ? = inconclusive; / = no result given. On the % scale 0 is the no-effect control and ±100 the full control effect; potency means the concentration at half of the fitted maximal effect. These rows are one share of the data (hit frequency here may not be typical).

SMILES	S3 lipid droplet	S3 lipid droplet cell count max
Cn1nc(OCc2ccccc2)ccc1=O	?	/
O=C(CC1C(=O)NCCN1Cc1ccc(Cl)c(F)c1)NC1CCCCC1 (stereo not given)	-11%	23
O=C(CN1C(=O)CC(c2ccco2)Sc2ccccc21)Nc1ccccc1F (stereo not given)	-1%	0
O=C(Nc1ccc(N2CCCC2)cc1)c1ccc(Cl)cc1Cl	10%	-4
COc1ccc(C(c2sc3nc(C)nn3c2O)N2CCN(Cc3ccccc3)CC2)cc1OC (stereo not given)	?	/
CCN1C(=O)c2cccc3c(S(=O)(=O)Nc4ccc(O)c(C(=O)O)c4)ccc1c23	i	-6
CCOc1ccc(Oc2nc(N(CC)CC)nc(N3CCOCC3)n2)nn1	?	/
CC(C)[C@H](NC(=O)N1CCn2c1nc1ccccc12)C(=O)NCc1ccccc1Cl	?	/
Cc1ccc(C(=O)CCC(=O)NC2=NCCS2)cc1	?	/
COc1ccc(CCC(=O)N2CCN(c3ccccc3)CC2)cc1OC	-27%	-16
Cc1cc(=O)oc2cc(Oc3ccc(C(N)=O)cc3[N+](=O)[O-])ccc12	1%	5
CCOC(=O)[C@@H]1[C@H]2COc3cc(OC)ccc3[C@H]2N2C(=O)N(c3ccc(F)cc3)C(=O)[C@@]12C	?	/
O=c1oc2cc(OCc3c(F)cccc3Cl)ccc2cc1-c1ccccn1	i	-7
Cc1cc(C)n(CCC(=O)N/N=C/c2ccc(Br)c([N+](=O)[O-])c2)n1	16%	13
O=C(O)CNc1ncccc1[N+](=O)[O-]	?	/
COc1ccc2cc(N=Cc3nc(-c4ccc(C)cc4)oc3O)cnc2c1	-2%	6
Cc1cc(C)nc(NC(N)=NCCc2c[nH]c3ccccc23)n1	4%	13
CCOc1ccc(N(C(=O)CNC(=O)c2cccs2)C(C(=O)NCC2CCCO2)c2ccc(OC)c(OC)c2)cc1 (stereo not given)	-3%	-8
COc1ccc(O)c(C(=O)c2cc(C#N)c(=O)n(Cc3ccccc3)c2)c1	4%	-8
CCOC(=O)N1CCN(C(=O)C2CCC(=O)N2C(C)C)CC1 (stereo not given)	?	/
C/C(=N\NC(=O)C1CCCC1)c1ccc(Cl)c(Cl)c1	i	4
CCOC(=O)CN1C(=O)CSc2ccc(S(=O)(=O)N3CCOCC3)cc21	i	-8
O=C(O)c1ccccc1C(=O)NCC(O)COc1ccc(Cl)cc1 (stereo not given)	?	/
CCc1ccccc1NC(=S)N1CCN(c2ccccc2F)CC1	?	/
COc1ccc(S(=O)(=O)N2CCC(C(=O)NCC(c3cccs3)N(C)C)CC2)cc1 (stereo not given)	?	/
COc1cccc(COc2nc3c(c(=O)n(C)c(=O)n3C)n2C)c1	?	/
COc1ccc(OC)c(S(=O)(=O)N/N=C\c2c[nH]c3ccccc23)c1	?	/
COc1cccc(C(=O)CSc2nc3ccccc3n2CC(=O)N(C(C)C)C(C)C)c1	-3%	7
O=C(CSc1ccc2nc(-c3ccccc3)cn2n1)NCC1CCCO1 (stereo not given)	20%	7
NC(=O)NCc1ccc(F)cc1	1%	0
CCC(=O)N1CCC2(CC1)Oc1ccc(Cl)cc1C(=O)C21CC(c2ccccc2)=NO1 (stereo not given)	17%	-8
Cc1cc(C)c2nc(NC(=O)c3ccc4c(=O)n5c(nc4c3)CCCCC5)sc2c1	4%	-19
Cc1noc(C)c1CSc1nnc(C)c(=O)[nH]1	-1%	-15
Cc1ccc(C(=O)c2c3ccc(C(F)(F)F)cc3nn2CCC(N)=O)cc1	?	/
CC(=O)OCC(=O)C1=CCC2C3CCC4=CC(=O)C=CC4(C)C3(F)C(OC(C)=O)CC12C (stereo not given)	?	/
COc1ccc(NC(=O)Nc2nnc(-c3ccco3)s2)cc1	-13%	4
Cc1cccn2c(CN[C@H]3CCCCNC3=O)c(C(=O)N3CCOCC3)nc12	3%	7
O=[N+]([O-])c1ccc(N2CCCC2)cc1NC(c1ccccc1)c1ccccc1	?	/
O=C(NC1(C(F)(F)F)Oc2ccccc2O1)N1CCCC1	?	/
CN1CCCCCC1=Nc1ccccc1C#N	?	/

Six of the entries above in order of the S3 lipid droplet value, high to low:
molecule	S3 lipid droplet
O=C(CSc1ccc2nc(-c3ccccc3)cn2n1)NCC1CCCO1 (stereo not given)	20%
CCC(=O)N1CCC2(CC1)Oc1ccc(Cl)cc1C(=O)C21CC(c2ccccc2)=NO1 (stereo not given)	17%
Cc1cc(C)c2nc(NC(=O)c3ccc4c(=O)n5c(nc4c3)CCCCC5)sc2c1	4%
Cc1cccn2c(CN[C@H]3CCCCNC3=O)c(C(=O)N3CCOCC3)nc12	3%
COc1cccc(C(=O)CSc2nc3ccccc3n2CC(=O)N(C(C)C)C(C)C)c1	-3%
COc1ccc(NC(=O)Nc2nnc(-c3ccco3)s2)cc1	-13%

More results:
SMILES	S3 lipid droplet	S3 lipid droplet cell count max
O=C(c1ccco1)N1CCN(S(=O)(=O)c2ccc([N+](=O)[O-])cc2)CC1	12%	14
CCC(C(=O)Nc1ncc(C)s1)c1ccccc1 (stereo not given)	3%	-5
Cc1nnc(SCC(=O)Nc2sc3c(c2C(=O)c2ccccc2)CCCC3)s1	?	/
CCOC(=O)C(O)(NC(=O)c1cccnc1)C(F)(F)F (stereo not given)	?	/
CCC(C)(C)NC(=O)c1ccc2c(c1)N(CC(=O)OC)C(=O)C(C)(C)O2	?	/
COC1=C(Nc2ccc(OC)cc2)C(=O)c2ccccc2C1=O	?	/
CCn1ncc(Br)c1C(=O)Nc1cccc(F)c1	6%	18
COc1ccc(/C=C/C(=O)C2C(=O)C=C(C)OC2=O)cc1O (stereo not given)	?	/
Cc1cc(=O)[nH]c(CN2CCC(c3ccccc3)CC2)n1	?	/
CC(C)C(C(=O)NC(C)(C)C)N(CCN1CCOCC1)C(=O)CNS(=O)(=O)c1ccccc1 (stereo not given)	i	13
COc1ccc(C2C(C#N)=C(N)N(N(C)C)C3=C2C(=O)CC(C)(C)C3)cc1OC (stereo not given)	11%	2
COc1ccc(NC(=O)COC(=O)c2c3c(nc4ccccc24)CCCC3)cc1Cl	?	/
Cc1cc(NC(=O)c2ccc(S(=O)(=O)N3CCc4ccccc43)cc2)no1	-3%	4
Cc1ccc(S(=O)(=O)N2CCN(CC3CC4C=CC3C4)CC2)cc1 (stereo not given)	?	/
COc1ccc(NC(=O)CSc2ccc([N+](=O)[O-])cc2)cc1S(=O)(=O)N1CCOCC1	3%	-11
COc1ccccc1Sc1nc(-c2ccccc2)ncc1OC	16%	6
Cc1cc(C)c(S(=O)(=O)NCc2ccc3c(c2)OCO3)c(C)c1	16%	8
COc1ccc(C(=S)N2CCOCC2)cc1OC(=O)c1cc([N+](=O)[O-])c(C)c([N+](=O)[O-])c1	?	/
CCOC(=O)c1c(C)[nH]c(C(=O)COC(=O)CNC(=O)c2ccc(Cl)cc2)c1C	2%	0
COc1cccc(NC(=O)CSc2nc3c(c(=O)n2C)SC(C)C3)c1 (stereo not given)	12%	15
CCN(CC(O)COCc1ccc(Cl)cc1)C1CCCCC1 (stereo not given)	?	/
Cc1ccc(OCc2ccccc2Br)c([N+](=O)[O-])n1	i	25
CCc1ccccc1N(C(=O)c1ccco1)C(C(=O)NC1CCCC1)c1cccnc1 (stereo not given)	?	/
COc1ccc(-n2c(=O)cc(N3CCc4ccccc43)[nH]c2=O)cc1	4%	6
Cc1cc(Cl)ccc1NC(=S)NCc1ccc(F)cc1	i	-9
CC(=O)N1CCC(C(=O)OCc2ccc(Cl)cc2)(c2ccccc2)CC1	?	/
COc1ccc(Cl)cc1NC(=O)C1CCN(C(=O)C2CC(=O)N(c3ccc(C)cc3)C2)CC1 (stereo not given)	?	/
COc1ccc(NC(=O)CC2C(=O)N(C)C(=S)N2CCc2ccc(F)cc2)cc1 (stereo not given)	2%	16
Cc1ccc(C(=O)N(Cc2cccs2)C2CCS(=O)(=O)C2)cc1 (stereo not given)	?	/
CC1(C)Cc2c(c(N3CCOCC3)nc3sc4c(NCCN5CCOCC5)nnnc4c23)CS1	2%	-1
O=C(CN(Cc1ccc(F)cc1)C(=O)c1csnn1)NCc1ccccc1	?	/
Cn1ncc2c(NCc3ccccc3)nc(NCCCO)nc21	21%	17
CCOC(=O)N1CCN(c2ccc(F)cc2[N+](=O)[O-])CC1	?	/
CCc1ccccc1NC(=O)C1=CC(c2ccc(OC)c(OC)c2)=NS(=O)(=O)N1C	?	/
CCN(CC)S(=O)(=O)c1cc(C(=O)Oc2cccc(-c3cnc4ccccc4n3)c2)ccc1OC	?	/
Cc1cccc(NC(=O)Cn2nnc(-c3cccs3)n2)c1C	?	/
Cc1ccc(/C=N\NC(=O)C2COc3cc4ccccc4cc3O2)o1 (stereo not given)	7%	-8
Cc1ccc(SCCOCCN2CC(C)OC(C)C2)cc1 (stereo not given)	12%	-15
CC1(C)N=C(/C=N/O)C=[N+]1[O-]	6.5µM*	-9.1*
O=C(NCc1ccccc1)c1ccccc1OCC(=O)N1CCCCC1	i	/
CC(NC(=O)c1cccc(OC2CCN(C(=O)C3CC3)CC2)c1)c1ccc(F)cc1 (stereo not given)	?	/
O=C(NC(=S)NCCc1ccccc1)c1ccco1	?	/
COc1ccc(NC(=O)CCN2CCCCCC2)c(OC)c1	?	/
CCCCOc1ccc(CNn2c(C)nc3ccccc3c2=O)cc1	7%	-10
CCS(=O)(=O)Nc1ccc(C2=NN(C(=S)Nc3ccccc3)C(c3ccco3)C2)cc1 (stereo not given)	-19%	-23
CC(=O)Nc1ccccc1OCC(=O)NC(C)c1ccc(F)cc1 (stereo not given)	?	/
CC(C)(C)NC(=S)N/N=C/c1cc(Br)c(O)c(Br)c1	4%	8
NC(=O)CN1C(=O)C(O)(CC(=O)c2ccccc2O)c2ccccc21 (stereo not given)	2%	-10
O=C(NCCc1ccccn1)c1cc2ccccc2o1	?	/
CCCC1O[C@@H]2CC3C4CCC5=CC(=O)C=C[C@]5(C)C4C(OC(C)=O)C[C@]3(C)[C@]2(C(=O)COC(C)=O)O1 (stereo not given in full)	-15%	-17
COCCNC(=O)CSc1ccccc1C(=O)O	?	/
Cc1c(C(=O)NCC2CCCO2)oc2c(Cl)cccc12 (stereo not given)	?	/
O=C(NC1CCCC1)C1CCC(CNS(=O)(=O)c2ccccc2)CC1 (stereo not given)	?	/
Cc1nnc(SCC(=O)N/N=C/c2cc(Cl)c(O)c(Cl)c2)s1	18%	15
CCC(=O)Nc1nn(C)c2nc3c(C)cccc3cc12	1%	-9
COc1cccc(NC(=O)N2CCC(n3nnc4ccccc43)CC2)c1	-19%	1
CCN(CC)C(=O)C(=O)c1cccn1-c1cccc(OC)c1C#N	-4%	-3
COc1ccc(C(=O)CSc2ncnc3nc[nH]c23)cc1	-11%	-8
CC(=O)N/C(=C\c1ccc(F)cc1)C(=O)NC(Cc1ccccc1)C(=O)O (stereo not given)	?	/
COC(=O)c1cc(CSc2nnc(NC3CCCCC3)s2)oc1C	i	-8

Additional structures:
SMILES	S3 lipid droplet	S3 lipid droplet cell count max
O=C(/C=C/N1CCOCC1)c1ccc(-c2ccccc2)cc1	?	/
CCOC(=O)c1[nH]c(C)c(/C(O)=C2\C(=O)C(=O)N(CCN(C)C)C2c2ccncc2)c1C (stereo not given)	i	13
CC(=O)c1cccc(NC(=O)C2CC(c3ccc(F)cc3)=NO2)c1 (stereo not given)	?	/
Cc1ccc(-c2noc(CC(c3ccccc3)c3ccccc3)n2)cc1	i	/
Cc1nn(C)cc1CNC(=O)c1cccc(Br)c1	8%	-10
Cc1cccc(NC(=O)CCc2ccccc2)c1C	-13%	-2
Cc1cc(C)c(N=C2CCCN2Cc2ccccc2)c(C#N)c1	1%	-5
CCOC(=O)CSc1nc2cc(OC)ccc2cc1C#N	i	5
CC(C(=O)Nc1ccccc1C(=O)O)n1c(C(F)(F)F)nc2ccccc21 (stereo not given)	?	/
CCOc1ccc(S(=O)(=O)NCCC(=O)OCC(=O)c2ccc[nH]2)cc1	i	28
CC1(C)C(c2cccs2)=[N+]([O-])C2(CCCCC/C2=N\O)N1O (stereo not given)	?	/
Cc1cc(O)c(C(C)C)cc1NC(=O)c1ccccc1Cl	?	/
CC(C)(C)C(=O)COC(=O)c1cc(-c2cccnc2)nc2ccccc12	?	/

An excerpt from above in order of length of the SMILES, high to low.
SMILES	S3 lipid droplet	S3 lipid droplet cell count max
CCOC(=O)[C@@H]1[C@H]2COc3cc(OC)ccc3[C@H]2N2C(=O)N(c3ccc(F)cc3)C(=O)[C@@]12C	?	/
CCOc1ccc(N(C(=O)CNC(=O)c2cccs2)C(C(=O)NCC2CCCO2)c2ccc(OC)c(OC)c2)cc1 (stereo not given)	-3%	-8
CC(C)C(C(=O)NC(C)(C)C)N(CCN1CCOCC1)C(=O)CNS(=O)(=O)c1ccccc1 (stereo not given)	i	13
COc1ccc(NC(=O)COC(=O)c2c3c(nc4ccccc24)CCCC3)cc1Cl	?	/
O=c1oc2cc(OCc3c(F)cccc3Cl)ccc2cc1-c1ccccn1	i	-7
Cc1ccc(OCc2ccccc2Br)c([N+](=O)[O-])n1	i	25
Cc1c(C(=O)NCC2CCCO2)oc2c(Cl)cccc12 (stereo not given)	?	/

Profiles as entered above. Values in the order: S3 lipid droplet | S3 lipid droplet cell count max
COc1ccccc1Sc1nc(-c2ccccc2)ncc1OC is entered as 16% | 6
CCC(C)(C)NC(=O)c1ccc2c(c1)N(CC(=O)OC)C(=O)C(C)(C)O2 is entered as ? | /
COc1ccc(C(c2sc3nc(C)nn3c2O)N2CCN(Cc3ccccc3)CC2)cc1OC (stereo not given) is entered as ? | /

High-throughput results (PubChem)
